Source: PubChem BioAssay
IP6K1 inh – blocks human inositol hexakisphosphate kinase 1. Q92551. IP6K1 kinase, ADP-Glo luminescence, 2 h; active compounds read low. activity change, % (series mostly up to about 58 µM). actives 0.81% (n = 140,000); in the data active means activity change below about -25%
Target sequence (Q92551 whole entry, looked up): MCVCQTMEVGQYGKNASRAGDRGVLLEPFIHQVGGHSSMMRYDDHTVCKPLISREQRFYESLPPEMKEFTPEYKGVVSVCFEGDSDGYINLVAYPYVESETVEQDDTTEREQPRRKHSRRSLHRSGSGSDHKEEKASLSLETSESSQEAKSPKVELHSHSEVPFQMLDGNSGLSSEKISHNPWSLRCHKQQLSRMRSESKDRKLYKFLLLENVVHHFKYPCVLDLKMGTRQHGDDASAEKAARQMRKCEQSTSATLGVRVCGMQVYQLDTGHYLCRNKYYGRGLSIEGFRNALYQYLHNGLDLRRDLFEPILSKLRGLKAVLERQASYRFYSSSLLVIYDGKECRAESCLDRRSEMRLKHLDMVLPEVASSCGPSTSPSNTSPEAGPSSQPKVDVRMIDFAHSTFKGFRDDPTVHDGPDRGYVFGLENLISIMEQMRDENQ
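ADP-Glo luminescence measures ADP made by human IP6K1 during a 2 h RT reaction with ATP/IP6 (mix at 1.3 mM/130 uM); top library doses 57.5 and 19.1 uM final.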
HEK293 viab – counter-screen for SNCA expression inhibitors: cell viability. HEK-293-SNCA-luc viability, GF-AFC fluorescence, 24 h. Potency, µM (doses to about 57.1 µM), for inactives: at the top dose activity change, negative = cytotoxicity, usual class: cytotoxic. actives 0.12% (n = 150,000);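 further: potency means the concentration at half of the fitted maximal effect; 0% = DMSO-treated cells and -100% = medium-only wells without cells; nearly all actives have a fitted effect of over 30% in size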
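HEK-293-SNCA-luc cells (1500/well) plated 24 h, then exposed 24 h to a dilution series; GF-AFC added 30 min at 37C, fluorescence 405/540 nm; normalised to medium-only and DMSO wells, Hill fit.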
NIH3T3 tox – NIH 3T3 cell cytotoxicity. NIH 3T3 viability, CellTiter-Glo ATP luminescence, 48-72 h. Potency, µM (top dose mostly 96.7 µM), for inactives: at the highest dose activity change, negative = cytotoxicity, actives largely listed as inhibitors. actives 4.3% (n = 94,000); further: potency means the concentration at half of the fitted maximal effect; nearly all actives have a fitted effect of over 55% in size
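Mouse fibroblast NIH 3T3 cells, 400 per well, received compound via pintool and were incubated for 48 or 72 hr prior to CellTiter-Glo ATP luminescence measurement.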
Luciferase inh – Photinus pyralis luciferase inhibition; purified P. pyralis luciferase, luminescence, biochemical; Potency, µM (titrated, usually from 115 µM), for the others: top-dose activity change, negative = inhibition, most hits filed as inhibitors; P08659; actives 2.5% (n = 76,000); further: potency means the concentration at half of the fitted maximal effect; nearly all actives have a fitted effect of over 65% in size
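Purified P. pyralis luciferase (10nM final) in 50mM Tris acetate pH 7.5, 10mM Mg acetate, 0.01% Tween-20, 0.05% BSA with 10uM D-luciferin and 10uM ATP. Compounds titrated qHTS. Luminescence imaged on CCD.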
GPT2 inhibitor – inhibitors of human GPT2 alanine aminotransferase; actives 0.25% (n = 100,000); AID 1671188; Recombinant GPT2, coupled pyruvate oxidase/HRP Amplex Red fluorescence; Q8TD30; Potency, µM (highest dose often 57.7 µM), for the others: at the highest dose activity change, negative = inhibition, actives largely listed as inhibitors; further: potency means the concentration at half of the fitted maximal effect; nearly all actives have a fitted effect of over 60% in size; many of its hits are not listed in these tables
Target sequence (Q8TD30 whole entry, looked up): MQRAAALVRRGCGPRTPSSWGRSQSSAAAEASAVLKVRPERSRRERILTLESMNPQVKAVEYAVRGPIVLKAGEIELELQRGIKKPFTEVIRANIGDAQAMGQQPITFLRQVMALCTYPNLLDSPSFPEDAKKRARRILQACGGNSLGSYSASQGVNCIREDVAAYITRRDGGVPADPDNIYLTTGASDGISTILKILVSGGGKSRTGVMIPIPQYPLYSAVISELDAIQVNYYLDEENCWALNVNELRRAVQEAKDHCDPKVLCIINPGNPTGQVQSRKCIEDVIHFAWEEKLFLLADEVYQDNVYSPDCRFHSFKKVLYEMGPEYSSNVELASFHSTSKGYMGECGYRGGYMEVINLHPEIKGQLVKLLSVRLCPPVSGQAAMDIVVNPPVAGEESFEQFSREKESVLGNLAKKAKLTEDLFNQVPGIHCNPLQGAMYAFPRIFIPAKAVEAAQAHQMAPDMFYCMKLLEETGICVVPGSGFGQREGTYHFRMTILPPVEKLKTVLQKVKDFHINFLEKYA
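GPT2 10ng/uL, a-KG 250uM, L-Ala 2mM, HEPES pH7.5 + 0.0001% Tween; 30 min RT. Then Amplex mix (PO/HRP/ThPP), 30 min RT dark, fluorescence. AOA 50uM used as positive control.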
SNCA expr inh – inhibitors of alpha-synuclein (SNCA) gene expression; Potency, µM (top dose mostly 57.2 µM), inactives show top-dose activity change, negative = inhibition, most hits filed as inhibitors; actives 0.17% (n = 140,000); HEK-293 SNCA-luciferase knock-in, luminescence, 24 h;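 further: potency means the concentration at half of the fitted maximal effect; plate controls were DMSO cells for no effect and cell-free wells for full effect; nearly all actives have a fitted effect of over 45% in size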
HEK293 tox – kills HEK 293 cells. actives 6.6% (n = 94,000). HEK 293 viability, ATP luminescence (CellTiter-Glo), 48-72 h. Potency, µM (top dose mostly 115 µM), for inactives: at the highest dose activity change, negative = cytotoxicity, actives largely listed as inhibitors; further: potency means the concentration at half of the fitted maximal effect; nearly all actives have a fitted effect of over 60% in size
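Pintool-delivered compounds were incubated with HEK 293 cells (250 cells/well) at 37 degree Celsius for 48 or 72 hr. ATP-dependent luminescence (CellTiter-Glo) then reported remaining viable cells.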
* hit, by the source's call; i = inactive; ? = inconclusive; . = not tested or not shown; [ ] = remark or other dose. Unless noted, the call rests on the fitted dose curve; in most records, active means well fitted curve in the direction sought with a large enough effect; inconclusive means small, poorly fitted or top-dose-only effect, or another doubt; inactive means no such curve, though single readings can be large; an effect the other way counts as inactive or inconclusive. Unless noted, on the % scale 0 is the no-effect control and ±100 the full control effect. Not all compounds are listed. The share of hits here may be higher or lower than overall.

SMILES | IP6K1 inh | HEK293 viab | NIH3T3 tox | Luciferase inh | GPT2 inhibitor | SNCA expr inh | HEK293 tox
CCOc1cccc2sc(NC(=O)c3ccc(S(=O)(=O)N4CCCCC4)cc3)nc12 | -10 | 3% | . | . | . | -11% | .
Cc1ccccc1N(C)C1CN([S+](=O)([O-])c2c(C)noc2C)C1 | 0 | 4% | ? | . | -18% | -15% | ?
CCCCn1c(SCC(=O)Nc2ccc(F)cc2)nc2c(sc3ccccc32)c1=O | -16 | -18% | . | . | . | 14% | .
CCC(C)NC(=O)c1cc(Sc2cccc(Cl)c2)nc2ccccc12 (stereo not given) | 18 | ? | . | . | . | -2% | .
COc1cccc(NC(=O)N2CCCC3(C2)Nc2cccnc2NC3=NC2CCCC2)c1 (stereo not given) | 0 | -26% | ? | 0% | -10% | -15% | ?
CC(=O)Nc1ccc(C2OC(=O)N(Cc3cccc(F)c3)C2C(=O)NCC2CCCO2)cc1 (stereo not given) | 4 | 2% | -6% | -10% | i | 5% | -3%
CC(C)Cn1c(=O)c2sccc2n2c(CCCC(=O)NCCc3ccccc3)nnc12 | 8 | -29% | . | . | . | -15% | .
CCN1C(=O)C2(CCN(S(=O)(=O)c3cc(C)ccc3C)CC2)c2ccccc21 | 1 | 7% | -17% | -7% | i | 9% | ?
COc1ccccc1CC(=O)N1CCCc2ncc(C(=O)NCc3cccc(Cl)c3)cc21 | 7 | -18% | ? | -4% | -3% | 14% | ?
CSCC(=O)N1CCC(C2CCN(S(C)(=O)=O)CC2)C1 (stereo not given) | 2 | 1%[12.5 µM] | i | -3% | i | ? | -7%
COCC(=O)N[C@H]1CC[C@]2(C)CC[C@@H]([C@H](C)C(=O)N3CCOCC3)[C@H](O)[C@H]2[C@@H]1C | -12 | 5%[87.6 µM] | i | -5%[172 µM] | i | 2%[87.6 µM] | i
Cc1ccc(N2CCC(NC(=O)c3ccc(Br)cc3)C2=O)cc1 (stereo not given) | -7 | 12% | i | 11% | i | 1% | 0%
CCN1C[C@H]2COc3cc(OC)ccc3[C@H]2N(C(=O)C2CCC2)CCC1=O | -13 | . | ? | . | . | . | -6%
CC(=O)N1CC(CO)C2(CCN(Cc3ccc(C)o3)CC2)C1 (stereo not given) | 11 | 2% | ? | -3% | -7% | -2% | ?
CCOC(=O)c1c(-c2ccc(OC)cc2)oc2ccc(OCc3ccccc3C)cc12 | 20 | -1% | . | . | . | 14% | .
CC(CCc1ccccc1)NC(=O)Cn1c(=O)nc(-c2ccccc2)c2ccccc21 (stereo not given) | -4 | -1% | . | . | . | 45%[activator] | .
COCC(=O)N1CCC2(CC1)CN(Cc1cnc(C(C)C)nc1)CCN2C | 7 | 2% | 2% | 10% | 0% | 13% | i
COC[C@H]1C[C@@H](NC(=O)c2cc(C)oc2C)[C@H](O)[C@@H]1O | 5 | 5%[87.6 µM] | i | -1%[230 µM] | 0%[88.5 µM] | 1%[87.6 µM] | -6%[230 µM]
CCCn1c(C)cnc1CC1CCCNC1 (stereo not given) | 0 | 9% | 1% | -6% | 3% | -4% | -3%
Cc1ccc(Cl)cc1N1CCN(S(=O)(=O)c2cc3[nH]c(=O)c(=O)[nH]c3cc2C)CC1 | -8 | 10% | . | . | . | -23% | .
COc1ccc(CC(=O)N2[C@@H](c3ccco3)[C@@H](C(=O)O)C[C@]23CCCCN(C)C3=O)cc1 | -7 | . | ? | . | . | . | -15%
COCc1ccc2c(c1)c(OC(C)(C)C(=O)NC1CCOCC1)nn2Cc1cccnc1 | 5 | 7%[87.6 µM] | ? | 3%[172 µM] | -9%[88.5 µM] | 2%[87.6 µM] | i
COc1ccc(N2CCN(Cc3nc4c(c(=O)[nH]c(=O)n4C)n3CC(C)C)CC2)cc1 | 28 | 1% | . | . | . | -13% | .
Cc1cnc(CC2CCN(C(=O)C3CC3)CC2)n1Cc1ccccc1 | 14 | -5% | ? | 1% | -16% | -9% | -14%
O=C1COc2ccc(Nc3ccc(C(F)(F)F)cc3)nc2CN1 | -13 | -5%[87.6 µM] | ? | -8%[172 µM] | i | 30%[87.6 µM] | ?
CC1(C)C2CC=C(COC3OC(COC4OCC(O)(CO)C4O)C(O)C(O)C3O)C1C2 (stereo not given) | 22 | -1%[23.9 µM] | . | . | 1%[27.3 µM] | . | .
CC(C)(C)CNCC1(O)CCCN(Cc2cccc(F)c2F)C1=O (stereo not given) | 26 | 7% | -25% | 2% | i | -5% | ?
O=C(Cn1nc2c(cc1=O)CCCCC2)N1CCN(c2ccc(Cl)cc2)CC1 | 21 | -8% | -2% | 1% | 5% | -15% | -10%
Cc1nnc(-c2cc(-c3ccc([S+](C)(=O)[O-])cc3)ccn2)n1CCN1CCOCC1 | -11 | 2%[87.6 µM] | ? | 1%[172 µM] | i | -26%[87.6 µM] | -17%[172 µM]
COc1ccc(CCn2cc3c(c2-c2ccc(Br)cc2)c(=O)n(C)c(=O)n3C)cc1OC | 22 | 2% | . | . | . | 16% | .
COc1ccc(CNC(=O)C2(C)CCCCC(=O)N2)cc1OC (stereo not given) | 3 | 6% | -8% | ? | i | 1% | 8%
CCOc1ccc(C(CC(=O)Nc2cc(C)c(Cl)cc2OC)N2Cc3ccccc3C2=O)cc1OC (stereo not given) | -9 | 5% | . | . | . | ? | .
O=C(NCCCc1ccccc1)C1CCC(CNS(=O)(=O)c2cccc3nsnc23)CC1 (stereo not given) | 4 | -14% | . | . | 1% | . | .
Cc1ccc(CN2CCC(N3CCCNC3=O)CC2)cc1 | 9 | 5%[87.6 µM] | -19%[138 µM] | 5%[172 µM] | i | 6%[87.6 µM] | -21%[172 µM]
C[C@@H]1C(=O)O[C@H]2[C@H]1CC[C@@]1(C)Cc3sc(NC(=O)COc4ccccc4)nc3[C@@H](C)[C@H]21 | 9 | -15% | -23% | -5% | -18% | 11% | ?
Cc1cc(CN2CCCC23CCN(c2nc4ccccc4o2)CC3)on1 | 15 | 1% | -2% | -6% | -13% | 22% | -2%
C=CCNC(=O)CCc1ccc2c(c1)CN(C(=O)NCC)CCO2 | -5 | -12%[12.5 µM] | -24% | -7% | i | ? | 3%
CC(C)(C)CC(=O)N[C@H]1CC(C)(C)[C@@H]2C[C@@](C)(O)CC[C@]12CCC(=O)NCCc1c[nH]c2ccccc12 | -13 | -22% | ? | 2% | i | -2% | -11%
COc1ccc(C(=O)NCC(c2ccc3c(c2)OCO3)N2CCN(c3ccc(F)cc3)CC2)cc1 (stereo not given) | 25 | ? | . | . | . | ? | .
CCCN1CCN(C(=O)CC2CCCN(c3cnn(C)c(=O)c3)C2)CC1 (stereo not given) | 3 | 2% | ? | -8% | ? | 11% | 0%
Cc1c(CC(=O)NCCc2ccccc2F)c(=O)oc2cc(O)c(Cl)cc12 | -3 | ? | . | . | . | -6% | .
CCn1nccc1C(=O)N1CCC2(CCC2OC)CC1 (stereo not given) | -4 | -1% | -11% | -8% | 3% | 12% | -3%
CCCSCCCNC(=O)C1CCCN(c2nn3cc(-c4ccc(OC)cc4)nc3s2)C1 (stereo not given) | -21 | ? | . | . | . | -12% | .
O=C(C[C@@H]1C[C@H]2O[C@H](CNC3CCC3)[C@@H](O)[C@H]2O1)N1CCC(F)(F)C1 | 11 | -1%[87.6 µM] | -3%[174 µM] | -3%[172 µM] | -11%[88.5 µM] | 5%[87.6 µM] | i
COc1ccc(C2(C(=O)N3CCC([C@H]4[C@@H](OC)C(=O)N4C(C)C)CC3)CC2)cc1 | 10 | -1% | -5% | -5% | i | -20% | 1%
CCS(=O)(=O)N1CCc2cc(C(=O)NCc3ccc(C)cc3)ccc21 | 44 | 13% | . | . | . | 47%[activator] | .
CCOC(=O)c1ccc(NC(=O)Nc2cc3c(cc2N2CCCCC2)n(CC)c(=O)n3CC)cc1 | 26 | -28% | . | . | . | ? | .
Cc1ccc(C(=O)N2CCC23Cc2ccccc2NC3=O)cc1 (stereo not given) | -10 | -23%[87.6 µM] | -18%[138 µM] | -7%[172 µM] | i | 35%[activator][87.6 µM] | 100µM*
CCCCOC(=O)c1ccc(NC(=O)Cc2coc3ccc(C(C)C)cc23)cc1 | -1 | ? | . | . | . | ? | .
O=C(C1CN(c2ccc(F)cc2)C(=O)N1)N1CCOCC1 (stereo not given) | 0 | -2%[87.6 µM] | -6%[138 µM] | 0%[172 µM] | 0%[88.5 µM] | 5%[87.6 µM] | -22%[172 µM]

Entries listed so far with a thiophene ring, fused or not:
SMILES | IP6K1 inh | HEK293 viab | NIH3T3 tox | Luciferase inh | GPT2 inhibitor | SNCA expr inh | HEK293 tox
CCCCn1c(SCC(=O)Nc2ccc(F)cc2)nc2c(sc3ccccc32)c1=O | -16 | -18% | . | . | . | 14% | .
CC(C)Cn1c(=O)c2sccc2n2c(CCCC(=O)NCCc3ccccc3)nnc12 | 8 | -29% | . | . | . | -15% | .

Other entries follow.
SMILES | IP6K1 inh | HEK293 viab | NIH3T3 tox | Luciferase inh | GPT2 inhibitor | SNCA expr inh | HEK293 tox
O=C(N[C@@H]1CN(Cc2cc(F)c(F)c(F)c2)C[C@H]1CO)C1CC1 | -6 | -11% | ? | -14% | i | 5% | -29%
CN(Cc1cccs1)c1cc(C2CC(O)C2)ncn1 (stereo not given) | 0 | 6% | ? | -8% | -12% | 33%[activator] | ?
COc1ccc(CN2CC3(CCN(C(=O)CCCc4ccccc4)CC3)C2=O)cc1 | 6 | -5% | ? | -2% | -9% | 18% | ?
O=C(N[C@@H]1CN(C(=O)NCc2ccccc2)CCC[C@H]1O)c1ccc(OCc2ccccc2)cc1 | 6 | 3% | ? | -24% | 2% | 19% | ?
Cc1nc(-n2nc(C)c(Cc3ccccc3Cl)c2C)sc1C(=O)Nc1ccccc1F | -7 | -15% | . | . | . | -22% | .
Cc1ccc(-n2c(C3CCN(C(=O)COc4ccc(F)cc4)CC3)n[nH]c2=O)cc1 | -4 | -3% | ? | 7% | i | 2% | 6%
Nc1cccc2c1C(=O)N(C1CCC(=O)NC1=O)C2=O (stereo not given) | . | ? | . | . | 4% | 19% | .
CCCCCC(=O)N1CCC(O)(c2csc(CN3CCOCC3)n2)CC1 | 6 | 5%[87.6 µM] | -6%[174 µM] | -10%[172 µM] | i | 21%[87.6 µM] | -5%[172 µM]
CCOc1ccccc1NC(=O)Cn1c(=O)n(CCCC(=O)NCCc2ccc(C)cc2)c(=O)c2ccccc21 | -23 | -3% | . | . | . | 14% | .
O=C(CCc1ccccc1)NC1CCN(c2nnc3ccccn23)CC1 | 20 | 4% | -7% | -4% | i | 15% | -10%
Cc1ncsc1CN1CCCC(n2c(C)cnc2-c2cccnc2)C1 (stereo not given) | -6 | 6% | 2% | 1% | 4% | 26% | i
O=C(NCCOc1ccccc1)c1nc2c(o1)CCN(Cc1ccsc1)CC2 | 4 | 5%[87.6 µM] | ? | -2%[172 µM] | i | 6%[87.6 µM] | ?
